# Vif-A3G inh – Vif-A3G binding inhibition. HeLa A3G-eYFP + Vif (tagged APOBEC3G with the HIV-1 protein that degrades it), YFP fluorescence, overnight. 410,000 compounds, 0.076% hits. Potency, µM (top dose mostly 46.1 µM), without a hit: at the top dose activity, negative = active, usual class: inhibitors. AID 602310;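 note: potency is the fitted concentration of half-maximal effect; % is set by controls: 0 for no effect and ±100 for the full control effect; nearly all actives have a fitted effect of over 60% in size; hits raise eYFP signal because A3G escapes Vif-driven loss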
# Target sequence (Q9HC16 whole entry, looked up): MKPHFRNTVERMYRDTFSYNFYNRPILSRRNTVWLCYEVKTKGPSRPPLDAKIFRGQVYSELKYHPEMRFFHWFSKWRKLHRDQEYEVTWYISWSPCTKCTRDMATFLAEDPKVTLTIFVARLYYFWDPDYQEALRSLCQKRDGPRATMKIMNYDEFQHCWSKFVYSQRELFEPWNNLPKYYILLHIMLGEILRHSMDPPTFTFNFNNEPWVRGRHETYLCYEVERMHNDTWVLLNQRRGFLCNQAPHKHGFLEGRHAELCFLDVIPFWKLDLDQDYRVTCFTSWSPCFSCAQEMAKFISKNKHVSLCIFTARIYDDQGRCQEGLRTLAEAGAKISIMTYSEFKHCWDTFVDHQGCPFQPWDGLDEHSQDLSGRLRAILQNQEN
#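 Read-out is eYFP fluorescence (Ex 488/Em 500-530) from Vif-expressing HeLa A3G-eYFP cells; more signal means A3G escaped Vif-mediated degradation. Cells plated overnight, compound pinned in, incubated overnight at 37 deg C.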
# IDH1 R132H inh – blocks human mutant IDH1 R132H enzyme; 390,000 compounds, 0.093% hits; IDH1-R132H enzyme, NADPH consumption, diaphorase/resazurin fluorescence; AID 602179; Potency, µM (titrated, usually from 76.6 µM), inactives show at the top dose activity change, negative = inhibition, most hits filed as inhibitors; note: potency is the fitted concentration of half-maximal effect; % is set by controls: 0 for no effect and ±100 for the full control effect; nearly all actives have a fitted effect of over 65% in size
#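 IDH1-R132H (0.5 ug/mL dispensed) in pH 7.5 Tris buffer was preincubated 30 min with compound, then given a substrate mix of 0.016 mM NADPH and 2 mM alpha-KG for 80 min at room temperature; remaining NADPH was read by diaphorase/resazurin fluorescence.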
# TrxR1 substrate – is turned over as a substrate by rat TrxR1 | purified TrxR1 substrate turnover, NADPH consumption readout | Potency, µM (top dose mostly 114 µM), inactives show at the highest dose activity change, negative = substrate turnover | 390,000 compounds, 0.01% hits; note: potency is the fitted concentration of half-maximal effect; % is set by controls: 0 for no effect and ±100 for the full control effect; nearly all actives have a fitted effect of over 50% in size
#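 Rat TrxR1, dispensed at 90 nM, was prereduced with 400 uM NADPH (final) for 5 min at ~22 deg C, then incubated with compound 15 min before 400 uM selenite. A first-read NADPH fluorescence drop versus no-compound background flagged substrates.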
# Vif-APOBEC3F blk – Vif-A3F binding inhibition; HeLa A3F-eYFP + Vif (tagged APOBEC3F with the HIV-1 protein that degrades it), YFP fluorescence increase; Potency, µM (titrated, usually from 46.1 µM), for inactives: top-dose activity, negative = active; 390,000 compounds, 0.2% hits; AID 602313; note: potency is the fitted concentration of half-maximal effect; % of control where 0% means no effect; nearly all actives have a fitted effect of over 65% in size
#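 HeLa cells stably expressing Vif plus C-terminally eYFP-tagged A3F were seeded, incubated overnight at 37 deg C, dosed with compound, incubated overnight again at 37 deg C. Yellow fluorescence (Ex 488/Em 500-530) reported blocked Vif-mediated A3F-eYFP degradation.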
# LDHA inh – LDHA (human) enzyme inhibition; P00338; purified LDHA, NADH/diaphorase-resazurin fluorescence; hits give low values; activity change, % (values are at about 110 or 230 µM); 480,000 compounds, 0.15% hits; AID 1347041; in the data active = activity change below about -30%; inconclusive = mostly about -25% to -30%;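 note: plate controls were DMSO wells for no effect and wells without enzyme for full effect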
#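 Resorufin fluorescence (ex540/em590), read at 0 and 20 min after diaphorase/resazurin addition, reports the NADH left after a 5 min room-temperature reaction of 2 nM human LDH5 with 0.06 mM NADH and 0.2 mM pyruvate.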
# PI4K2A inh – PI4K2A (human) kinase inhibition; Q9BTU6; purified PI4K2A, ADP-Glo luminescence, 1 h; hits give low values; activity change, negative = inhibition, % at 76.9 µM; 420,000 compounds, 0.13% hits; AID 1346378; in the data active = activity change below about -50%; inconclusive = mostly about -30% to -49%;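 note: -100% = wells without enzyme as full effect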
# Target sequence (Q9BTU6 whole entry, looked up): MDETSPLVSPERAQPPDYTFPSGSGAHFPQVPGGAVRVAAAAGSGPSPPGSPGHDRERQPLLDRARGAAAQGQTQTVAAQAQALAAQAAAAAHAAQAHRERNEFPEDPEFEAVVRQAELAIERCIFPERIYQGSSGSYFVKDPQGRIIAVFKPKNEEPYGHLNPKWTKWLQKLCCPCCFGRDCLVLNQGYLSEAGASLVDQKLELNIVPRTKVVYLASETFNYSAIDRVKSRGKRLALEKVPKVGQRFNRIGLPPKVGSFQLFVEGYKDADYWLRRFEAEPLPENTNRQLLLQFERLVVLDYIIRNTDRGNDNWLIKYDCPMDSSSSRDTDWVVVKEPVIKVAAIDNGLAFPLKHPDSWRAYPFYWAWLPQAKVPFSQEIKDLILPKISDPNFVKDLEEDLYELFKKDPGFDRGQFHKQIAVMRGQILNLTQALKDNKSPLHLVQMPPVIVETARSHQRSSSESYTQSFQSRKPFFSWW
#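 In this quantitative HTS, ADP production by PI4K2A was quantified luminescently after 1 h at ambient temperature; 100 microM adenosine served as plate-quality control.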
# Glioma ERSR ind – induces the endoplasmic reticulum stress response in human glioma cells; 420,000 compounds, 0.02% hits; Potency, µM, for the others: at the highest dose activation, hits mostly activators; U87-MG GRP78 promoter luciferase reporter, 16 h; note: potency is the fitted concentration of half-maximal effect; series mostly up to about 76 µM; % of control where 0% means no effect; nearly all actives have a fitted effect of over 35% in size
#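 ERSR induction read as luciferase luminescence (Bright-Glo, 10 min at room temperature) in stably transfected human U87-MG glioma cells exposed to compounds for 16 h, using GRP78 as sensor.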
# USP1 inh – inhibitors of human USP1/UAF1 deubiquitinase; O94782; recombinant USP1/UAF1, Ub-Rhodamine cleavage fluorescence; Potency, µM (doses to about 57.1 µM), for the others: at the top dose activity change, negative = inhibition, hits mostly inhibitors; 390,000 compounds, 0.23% hits; AID 743255; note: potency is the fitted concentration of half-maximal effect; % is set by controls: 0 for no effect and ±100 for the full control effect; nearly all actives have a fitted effect of over 60% in size; inactives centre near -12
#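 In this screen, compounds sit with the deubiquitinase complex (1nM) for 15 min at room temperature before Ub-Rho is added at 150nM final. Fluorescence rise is then followed for 6 reads every 60 seconds.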
# RXFP1 ag – RXFP1 (human) receptor agonism | Q9HBX9 | HEK293T-RXFP1 cAMP TR-FRET, 30 min; response scale: percent of porcine relaxin response, buffer zero | Potency, µM (doses to about 57.5 µM), inactives show at the top dose activation, actives largely listed as activators | 370,000 compounds, 0.3% hits | AID 2676; note: potency is the fitted concentration of half-maximal effect; % is set by controls: 0 for no effect and ±100 for the full control effect; nearly all actives have a fitted effect of over 60% in size; many of its hits are not listed in these tables
#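 cAMP rise read by TR-FRET after 30 min, 37C compound exposure (up to 58 uM) in RXFP1-transfected HEK293 cells with Ro 20174 present. EC50 from Hill-equation fits, with 29 nM porcine relaxin as 100% and buffer as basal.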
# * marks the source's active call; other numbers are inactive results; ? = inconclusive; . = no result given; [ ] = another dose, or the depositor's remark. Unless noted, calls come from the whole dose curve; as a rule, active = well fitted curve in the direction sought with a large enough effect; inconclusive = small, poorly fitted or top-dose-only effect, or another doubt; inactive = no such curve, though single readings can be large; an effect the other way counts as inactive or inconclusive. This is a subset; count on the stated rates, not on these rows.
No.	compound	Vif-A3G inh	IDH1 R132H inh	TrxR1 substrate	Vif-APOBEC3F blk	LDHA inh	PI4K2A inh	Glioma ERSR ind	USP1 inh	RXFP1 ag
1	Cc1sc2ncnc(NS(=O)(=O)c3ccc(Cl)cc3)c2c1C	-13%	-1%	-1%	-5%	-12	5	-4%	-7%	.
2	COc1cccc(NC=C2C(=O)OC(C)(C)OC2=O)c1	0%	1%	-12%	-8%	3	3	2%	-24%	0.1%
3	COc1ccc(C(=O)ON=C2CCN(C)CC2)cc1	-4%	18%	12%[57.1 µM]	10%	-9	-6	0%	-14%	-2.0%
4	COc1ccccc1CNC(=O)CN1N=C(c2ccccc2)CCC1=O	7%	11%	2%[57.1 µM]	-2%	1	-9	3%	14%	2.6%
5	O=C(COC(=O)c1ccccc1)NC1CCCCCC1	-1%	-5%	-7%	-1%	-2	-3	2%	-4%	.
6	CCOC(=O)c1nn(-c2ccc(C)cc2)c(=O)cc1OCC(=O)Nc1cccc(OC)c1	-11%	1%	3%	-7%	0	1	-2%	-12%	2.5%
7	C/C(=N\N=C1\NC(=O)C(CC(=O)O)S1)c1ccccn1 (configuration not stated)	1%	5%	-10%[57.1 µM]	1%	2	-1	-3%	-11%	-3.7%
8	COc1cc(C)ccc1OCCCn1c(-c2ccc(Cl)cc2)nc2ccccc2c1=O	-2%	0%	6%	0%	1	-2	-1%	?	-0.1%
9	COc1cccc(NC(=O)C2C3C=CC4(O3)C2C(=O)N(C2CC2)C4C(=O)NC2CCCCC2C)c1 (configuration not stated)	1%	-3%	8%	-10%	-2	-5	-5%	-10%	0.4%
10	Cc1nn(-c2ccccc2)c2nc(-c3ccncc3)cc(C(=O)NCc3ccco3)c12	-1%	-10%	1%	1%	6	-21	3%	-6%	4.7%
11	COCCN1CCN(c2c(C)c(C)nc3cc(-c4cccc(OC)c4)nn23)CC1	-2%	10%	20%	?	-5	3	4%	-10%	.
12	COc1cc(CNc2ccc3[nH]c(=O)[nH]c3c2)ccc1OCC(=O)NC(C)(C)C	0%	20%	-5%	1%	13	-18	-1%	-6%	0.1%
13	COc1ccc(-n2c(Cc3cccn3C)nnc2SCC(=O)Nc2ccc(C)c(Cl)c2)cc1	-2%	1%	-6%	0%	-2	0	-3%	-9%	0.1%
14	CCCn1c(N)c(C(=O)CSc2nnc(C3CC3)n2Cc2ccccc2)c(=O)[nH]c1=O	1%	-4%	-9%	3%	-4	-5	-1%	-3%	-1.5%
15	CCN1C(=O)c2ccccc2S(=O)(=O)c2ccc(C(=O)NCc3ccccc3OC)cc21	-1%	-4%	4%	5%	-5	1	0%	-22%	1.7%
16	Nc1c(-c2ccccc2)c(CSc2nc3ccccc3[nH]2)nn1-c1ccc(C(=O)O)cc1	1%	4%	-4%	3%	-5	2	-3%	-14%	0.8%
17	O=C(COC(=O)CNC(=O)c1ccc(Cl)cc1Cl)Nc1ccc(N2CCOCC2)cc1	0%	0%	-5%	7%	7	4	3%	-22%	-1.1%
18	Cc1onc(-c2ccccc2Cl)c1C(=O)OCC(=O)N1CCC(C)CC1	-3%	-3%	4%	1%	-3	-1	-1%	-22%	.
19	Cc1cc(Nc2cccc(Cl)c2)nc2ccc(NC(=O)COc3ccc(Cl)cc3)cc12	-12%	4%	27%	-29%	0	-2	5%	-23%	?
20	COc1ccccc1N1CCN(CC(=O)Nc2cc(F)ccc2C)CC1	-4%	3%	9%	-2%	1	-4	-4%	-7%	0.3%
21	CC(=O)N1CCc2cc(Br)cc(S(=O)(=O)N3CCN(c4cccc(C(F)(F)F)c4)CC3)c21	2%	0%	-1%	-7%	-2	-4	-3%	-10%	3.6%
22	O=C(O)c1nc2nc(Cl)c(Cl)nc2[nH]1	0%	-5%	-6%	-6%	-5	-5	-7%	-17%	0.6%
23	CCC(C(=O)NCCc1ccc(SC)cc1)n1nc(C)c2c(C)n(-c3ccc(C)cc3)nc2c1=O (configuration not stated)	4%	8%	9%	3%	3	8	-1%	-13%	1.2%
24	COc1ccc(CCNc2oc(Cc3ccccc3)nc2C#N)cc1OC	7%	8%	-8%	5%	-2	0	1%	-11%	0.0%
25	O=C(COC(=O)c1ccc(O)cc1)Nc1ccc(S(=O)(=O)N2CCCC2)cc1	-7%	-2%	-9%	2%	-3	3	-1%	2%	.
26	CCCCC(c1nnnn1Cc1ccco1)N1CCN(c2nc3ccccc3s2)CC1 (configuration not stated)	0%	-1%	-1%	0%	-4	-3	-4%	-12%	0.5%
27	O=C(COC(=O)Cn1nc(-c2ccccc2)oc1=O)Nc1ccc(F)cc1	0%	-6%	-1%	1%	0	8	-5%	-8%	0.2%
28	Clc1ccc(COn2c(-c3ccccc3)nc3ccccc32)cc1	1%	6%	-2%	-3%	-5	5	4%	-18%	-3.3%
29	CCCCCCCCCCCC(=O)NC1CCS(=O)(=O)C1 (configuration not stated)	0%	1%	5%[57.1 µM]	3%	-3	4	0%	2%	3.6%
30	CCOC(=O)[C@@H]1[C@H]2COc3cc(OC)ccc3[C@H]2N2C(=O)N(c3ccc(Br)cc3)C(=O)[C@]12C	-6%	8%	6%	0%	0	0	-5%	?	.

# Profiles, looked up by structure. Order of values: Vif-A3G inh	IDH1 R132H inh	TrxR1 substrate	Vif-APOBEC3F blk	LDHA inh	PI4K2A inh	Glioma ERSR ind	USP1 inh	RXFP1 ag
# O=C(O)c1nc2nc(Cl)c(Cl)nc2[nH]1 is listed as 0%	-5%	-6%	-6%	-5	-5	-7%	-17%	0.6%
# CCCCC(c1nnnn1Cc1ccco1)N1CCN(c2nc3ccccc3s2)CC1 (configuration not stated) is listed as 0%	-1%	-1%	0%	-4	-3	-4%	-12%	0.5%

# Sorted by heavy-atom count (largest number first): three of the compounds above.
No.	compound	Vif-A3G inh	IDH1 R132H inh	TrxR1 substrate	Vif-APOBEC3F blk	LDHA inh	PI4K2A inh	Glioma ERSR ind	USP1 inh	RXFP1 ag
23	CCC(C(=O)NCCc1ccc(SC)cc1)n1nc(C)c2c(C)n(-c3ccc(C)cc3)nc2c1=O (configuration not stated)	4%	8%	9%	3%	3	8	-1%	-13%	1.2%
16	Nc1c(-c2ccccc2)c(CSc2nc3ccccc3[nH]2)nn1-c1ccc(C(=O)O)cc1	1%	4%	-4%	3%	-5	2	-3%	-14%	0.8%
17	O=C(COC(=O)CNC(=O)c1ccc(Cl)cc1Cl)Nc1ccc(N2CCOCC2)cc1	0%	0%	-5%	7%	7	4	3%	-22%	-1.1%

# (more compounds)
No.	compound	Vif-A3G inh	IDH1 R132H inh	TrxR1 substrate	Vif-APOBEC3F blk	LDHA inh	PI4K2A inh	Glioma ERSR ind	USP1 inh	RXFP1 ag
31	CN(C)c1cc[n+](CC(=O)c2ccc(OC(F)F)cc2)cc1	10%	7%	4%	-1%	-4	1	0%	-21%	-4.4%
32	Cc1occc1C(=O)Nc1ccc2c(c1)OCO2	2%	7%	-4%	6%	-1	-22	-3%	-17%	-0.1%
33	O=C(NCc1ccccc1)c1ccc(C2SCC(=O)N2Cc2ccccc2)cc1 (configuration not stated)	0%	8%	-1%	4%	-4	-5	-3%	-26%	-1.0%
34	COc1ccc(CCC(C)N(C)Cc2ccccc2)cc1 (configuration not stated)	5%	7%	-3%	5%	-7	-3	-2%	1%	5.3%
35	COc1cc(OC)cc(-c2nnc(SCC(=O)N(C(C)C)C(C)C)o2)c1	-2%	2%	-5%	-6%	1	7	-1%	-12%	1.9%
36	Cc1ccc(C(=O)Nc2cccc(-c3cn4ccccc4n3)c2)cc1	-10%	19%	2%[57.1 µM]	-23%	-1	4	4%	-14%	1.4%
37	CCOc1ccc(S(=O)(=O)N2CCCC(C(=O)NCc3ccccn3)C2)cc1 (configuration not stated)	1%	11%	6%[57.1 µM]	2%	-8	5	-1%	-9%	-3.9%
38	COc1ccc(CNC(=O)CN(C(=O)CCC(=O)Nc2nccs2)c2ccc3c(c2)OCO3)cc1	-2%	4%	2%[57.1 µM]	-8%	-1	-1	-7%	-16%	2.3%
39	Cc1cc(C)cc(OCC(=O)Nc2cc(C)on2)c1	-2%	0%	4%	-5%	-6	1	-3%	-30%	-3.0%

# For reference, some entries already given.
No.	compound	Vif-A3G inh	IDH1 R132H inh	TrxR1 substrate	Vif-APOBEC3F blk	LDHA inh	PI4K2A inh	Glioma ERSR ind	USP1 inh	RXFP1 ag
36	Cc1ccc(C(=O)Nc2cccc(-c3cn4ccccc4n3)c2)cc1	-10%	19%	2%[57.1 µM]	-23%	-1	4	4%	-14%	1.4%
37	CCOc1ccc(S(=O)(=O)N2CCCC(C(=O)NCc3ccccn3)C2)cc1 (configuration not stated)	1%	11%	6%[57.1 µM]	2%	-8	5	-1%	-9%	-3.9%
38	COc1ccc(CNC(=O)CN(C(=O)CCC(=O)Nc2nccs2)c2ccc3c(c2)OCO3)cc1	-2%	4%	2%[57.1 µM]	-8%	-1	-1	-7%	-16%	2.3%

# Bioassay records: PubChem BioAssay, National Center for Advancing Translational Sciences (NCATS)
